# CHO-K1 Ca ag = counter-screen for M1 agonists: effect in parental CHO-K1 cells; Fluo-8 calcium fluorescence; scaled to maximal ATP response, vehicle zero; AID 602248; 360,000 tested, 0.48% active; activation, % at 3 µM; in the data active = activation above about 15%;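 note: untransfected CHO-K1 host cells lacking M1 receptor as counterscreen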
# CHRM4 agonist = agonists of human muscarinic M4 receptor (CHRM4); P08173; CHO-K1 hM4/Gqi5, Fluo-8 calcium fluorescence; vehicle 0%, full acetylcholine response 100%; activation, % at 3 µM; 360,000 tested, 0.14% active;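 active = activation above the run mean over all test wells plus 3 SD, cut at about 32% in these data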;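 note: peak over basal fluorescence ratio per well then scaled between controls; 0% = DMSO wells and 100% = acetylcholine at EC100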
# Target sequence (P08173 whole entry, looked up): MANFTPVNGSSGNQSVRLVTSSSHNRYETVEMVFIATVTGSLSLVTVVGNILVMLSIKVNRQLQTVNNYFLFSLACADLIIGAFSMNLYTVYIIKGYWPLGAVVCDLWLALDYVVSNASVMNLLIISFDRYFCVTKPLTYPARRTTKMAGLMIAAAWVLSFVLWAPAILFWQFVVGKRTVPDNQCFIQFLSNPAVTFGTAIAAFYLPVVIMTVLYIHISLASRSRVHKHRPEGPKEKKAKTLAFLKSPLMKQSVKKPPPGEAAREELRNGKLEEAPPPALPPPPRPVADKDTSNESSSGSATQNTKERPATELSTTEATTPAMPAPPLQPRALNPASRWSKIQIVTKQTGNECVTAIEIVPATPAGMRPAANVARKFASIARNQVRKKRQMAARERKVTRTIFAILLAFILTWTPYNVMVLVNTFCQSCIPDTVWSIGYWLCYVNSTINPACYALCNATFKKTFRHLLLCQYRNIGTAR
# OXTR potentiate = potentiators of human oxytocin receptor; AID 2445; activation, % at 3 µM; P30559; 320,000 tested, 0.061% active; CHO-OTR cells, Fluo-8 calcium fluorescence, potentiator mode; 0% = oxytocin EC15, 100% = EC100;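 active = activation above that plate's cutoff, the mean activation of tested compounds plus 3 SD, cut at about 6.6% in these data, passing the limit was not always enough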;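 note: 100% uses oxytocin at 75 nM as the full agonist control; some results filed as inactive read as strong as hits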
#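 Assay system: CHO cell line stably expressing human OTR | Also added: Oxytocin at about EC15, sub-maximal agonist stimulus | Times: Compound 6 min at room temperature before oxytocin, 100 s read | Measured by: Fluo-8 intracellular calcium fluorescence, ex 470-495, em 515-575 nm | Controls: EC15 oxytocin alone as 0%, 75 nM oxytocin as 100%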
# CHRM1 agonist = activates human CHRM1 receptor. P11229. CHO-K1 hM1, Fluo-8 calcium fluorescence, agonist mode; 0% DMSO, 100% acetylcholine EC100. activation, % at 3 µM. 360,000 tested, 0.33% active;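 active = activation above the run's mean compound activation plus 3 SD, cut at about 16% in these data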;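 note: peak over basal fluorescence ratio within a 140 s kinetic read after compound addition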
# Target sequence (P11229 whole entry, looked up): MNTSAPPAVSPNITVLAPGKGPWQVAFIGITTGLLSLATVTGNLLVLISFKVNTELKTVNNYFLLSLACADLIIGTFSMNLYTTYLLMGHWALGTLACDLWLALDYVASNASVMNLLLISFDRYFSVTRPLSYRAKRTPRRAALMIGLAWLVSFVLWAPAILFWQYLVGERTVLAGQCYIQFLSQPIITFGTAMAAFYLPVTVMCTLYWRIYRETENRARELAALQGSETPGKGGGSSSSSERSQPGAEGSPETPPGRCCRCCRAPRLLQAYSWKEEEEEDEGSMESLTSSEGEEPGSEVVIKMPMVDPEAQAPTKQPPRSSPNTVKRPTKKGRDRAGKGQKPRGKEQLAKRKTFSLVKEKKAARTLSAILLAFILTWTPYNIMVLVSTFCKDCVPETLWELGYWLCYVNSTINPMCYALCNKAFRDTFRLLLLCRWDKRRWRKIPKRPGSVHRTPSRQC
# CHO-K1 Ca antag = nonselective inhibitor or artifact in parental CHO-K1 cells. ATP-induced calcium, Fluo-8 fluorescence. inhibition, % at 3 µM. 360,000 tested, 0.6% active. AID 602250;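 active = inhibition above a per-plate cutoff, the plate's mean sample inhibition plus 3 SD, cut at about 24% in these data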;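 note: 0% = DMSO plus EC80 ATP and 100% = DMSO alone without ATP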
# CHO parental Ca = signal in parental CHO cells, OX1R antagonist counter-screen; 330,000 tested, 0.63% active; parental CHO-K1, ATP-induced calcium, Fluo-8 fluorescence; AID 463079; inhibition, % at 5.6 µM;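 active = inhibition above that plate's mean sample inhibition plus 3 SD, cut at about 26% in these data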;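 note: 0% = ATP-challenged DMSO wells and 100% = DMSO wells without ATP; some compounds past the cut are filed as inactive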
#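 Test system: parental CHO cells; detection: calcium-sensitive Fluo-8 fluorescence; evaluation: percent inhibition of calcium signal; also added: ATP as calcium-mobilizing challenge; repeats: one well per compound; control set: ATP-challenged DMSO wells low, unchallenged DMSO wells high; compound: single nominal dose of 5.6 µM per compound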
# M1 PAM = positive allosteric modulators of human M1 muscarinic receptor; AID 588819; 360,000 tested, 0.088% active; CHO-K1 hM1, Fluo-8 calcium fluorescence, ACh EC20; 0% = ACh EC20, 100% = maximal ACh; activation, % at 3 µM; in the data active = activation above about 19%, passing the limit was not always enough
# CHRM1 antagonist = antagonists of human M1 muscarinic receptor | P11229 | 360,000 tested, 1.3% active | CHO-K1 hM1, Fluo-8 calcium fluorescence, ACh EC80 antagonist | inhibition, % at 3 µM;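 active = percent inhibition above its own plate's cutoff, namely the mean of that plate's compound wells plus 3 SD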;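 note: peak over basal fluorescence ratio during 140 s after agonist addition; 0% = ACh EC80 plus DMSO and 100% = DMSO alone without agonist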
# M4 antag = CHRM4 antagonism in calcium assay. P08173. CHO-hM4 cells, ACh EC80, Fluo-8 calcium fluorescence. inhibition, % at 3 µM. 360,000 tested, 0.73% active. AID 624125;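 active = inhibition above its plate's cutoff, the mean inhibition of sample wells plus 3 SD, cut at about 27% in these data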;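 note: 0% = acetylcholine EC80 with DMSO and 100% = DMSO without agonist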
# The depositor's hits bear a star; · = no result given.
SMILES,CHO-K1 Ca ag,CHRM4 agonist,OXTR potentiate,CHRM1 agonist,CHO-K1 Ca antag,CHO parental Ca,M1 PAM,CHRM1 antagonist,M4 antag
CCC(C(=O)O)n1c2ccccc2c2cn[nH]c(=O)c21 (stereo not given),0.9,0,-1,6,-13,6,5,-3,0
CCc1cccc2c(C(=O)CSc3nnc(C4CC4)o3)c[nH]c12,3.2,3,-10,-1,-11,-7,0,2,-1
CCOC(=O)N1CCN(S(=O)(=O)c2cccs2)CC1,0.6,1,-17,-2,-7,-25,5,-23,2
CC(C)c1ccc(CCNC(=O)c2cccc(S(=O)(=O)N3CCN(C)CC3)c2)cc1,16*,26,-9,3,-2,-19,-2,-2,0
Cc1ccc(CNC(=O)CCNC(=O)c2ccc([N+](=O)[O-])cc2)cc1,-0.1,2,0,-3,-5,-2,-1,4,-3
O=C(O)C1CCN(c2nc(-c3ccccc3)nc3c2oc2ccccc23)CC1,0.6,0,-27,-1,-11,16,12,-8,-2
Cc1ccc(-c2ccc(C(=O)NCCCNC(=O)c3cnccn3)o2)cc1Cl,1.1,4,0,-2,-11,-16,-1,13,0
COc1cc(CN2CCC(n3nccc3NC(=O)C3CC3)CC2)cc(OC)c1,5.2,1,-3,-2,-7,-11,13,-16,1
O=C(O)c1cc(C(F)(F)F)nc2ccccc12,0.7,1,7,-6,-11,14,2,1,1
O=S(=O)(c1cccc(F)c1)N1CCCN(c2ccc(C(F)(F)F)cn2)CC1,1.1,0,-14,-1,-9,-12,8,3,-3
O=C(OCC#CCSc1nnc(-c2cccc3ccccc23)o1)c1ccc(Br)cc1,0.5,-1,-1,-1,-17,-18,5,-4,3
Cc1cc(C)n(-c2ccc(C(=O)N3CCN(S(=O)(=O)c4ccc(OC(F)(F)F)cc4)CC3)cc2)n1,1.3,3,·,-2,4,·,7,5,2
CCC(=O)N1CCc2cc(S(=O)(=O)NC(C(=O)NCc3ccc(F)cc3)C(C)C)ccc21 (stereo not given),0.3,0,-4,-4,-11,-16,8,-12,-14
Cc1ccccc1C(=O)Oc1ccccc1C(=O)N1CCOCC1,0.1,1,-11,-2,5,-24,8,-6,-5
COc1ccc(-c2noc(CCC(=O)N3CCC(c4cc(C)ccc4C)CC3)n2)cc1,2.0,1,·,-7,12,-22,-14,6,2
COc1ccc(CC(=O)NC(C)c2ccc(S(N)(=O)=O)cc2)cc1S(=O)(=O)N1CCOCC1 (stereo not given),4.7,1,-3,-2,-4,-1,6,-7,-2
CCc1nn(CC(=O)NCCc2ccc(Cl)cc2)c(=O)c2cccn12,1.0,1,-8,1,-7,-18,8,-10,-4
COc1ccc2cc(CO)c(Cl)nc2c1,4.9,0,1,-6,3,-6,14,-9,2
CCN1C(=O)C(CC(=O)Nc2c(C)cccc2C)Nc2cc(S(=O)(=O)N(C)C)ccc21 (stereo not given),0.9,3,-14,-5,-13,-7,5,-10,2
CCOc1ccc(S(=O)(=O)N(C)c2ccc(OCC(=O)NCC3CCCCC3)cc2)cc1,0.7,6,-13,-5,-1,8,-4,1,0
CCOC(=O)c1c(C)[nH]c(C(=O)NCC(c2ccco2)N2CCCCC2)c1C (stereo not given),-0.5,0,-3,-7,-10,-16,-3,3,-8
Cc1noc(C)c1-c1nc(CS(=O)(=O)c2ccccc2)no1,2.1,0,-3,-2,-3,-15,9,-12,6
CCCCOCCCNC(=S)Nc1ccc(S(=O)(=O)N2CCOCC2)cc1,6.0,8,-3,2,6,-9,-3,-4,0
CCNC(=S)N/N=C/c1cn(Cc2ccc(F)cc2)c2ccccc12,2.4,0,-2,-7,-11,-15,-23,25,4
CCCc1[nH][nH]c(=O)c1C(c1cccc(Cl)c1)C(C#N)C#N (stereo not given),0.6,2,-17,-2,-8,-8,9,-14,-1

# The listing continues:
SMILES,CHO-K1 Ca ag,CHRM4 agonist,OXTR potentiate,CHRM1 agonist,CHO-K1 Ca antag,CHO parental Ca,M1 PAM,CHRM1 antagonist,M4 antag
O=C(CCN1C(=O)C2CCCCC2C1=O)N1CCN(S(=O)(=O)c2ccccc2)CC1 (stereo not given),7.0,1,-4,-3,5,-4,-3,9,-3
Cn1c(-c2ccc(C(=O)c3ccccc3)s2)nc2ccccc21,0.4,2,-22,-4,5,-16,-4,-7,2
Cc1cc(Oc2ccc(Cl)cc2)nc(-c2ccccc2O)n1,0.4,0,-20,-1,0,-16,6,-7,16
O=C(O)CCc1nc(-c2ccccc2)no1,0.0,1,-10,-3,0,-4,8,-15,0
COc1ccc(CNC(=O)Cn2cnc3c(SC)nc(N)nc32)cc1,6.0,9,0,1,-5,-2,-5,0,-10
CC1Cc2ccccc2N1C(=O)c1cc2c(=O)n3ccccc3nc2n1C (stereo not given),3.3,13,-10,2,4,-20,-5,23,-12
COc1ccc(CNC(=O)OC2CC3CC2[C@H]2CCCCN2C3=O)cc1 (stereo not given in full),1.6,1,·,·,-16,·,·,·,-5
COc1ccc(NC(=O)C2C(c3ccccc3)C2(Cl)Cl)c(OC)c1 (stereo not given),1.4,-2,-4,-7,-7,-17,5,-16,0
O=C(NCc1ccccc1)NC1(C(=O)N2CCN(c3ncccn3)CC2)CCCCC1,0.6,1,0,-3,-17,-8,0,0,-3
CCOc1ccc(NC(=O)CCSc2nnc(C)s2)cc1,0.1,1,-3,-3,-4,-12,8,-15,-8
CCCCCCNC1=NCCS1,0.3,0,-19,-5,-13,-4,5,1,4
O=C(COc1ccc2ccccc2c1)NN1C(=O)c2ccccc2C1=O,1.7,2,0,-4,-1,-6,2,-8,-4
CCOC(=O)c1ccc(NC(=O)c2sc3nc(N4CCOCC4)c4c(c3c2N)CCCC4)cc1,0.2,1,-8,-2,-17,-17,16,-17,-11
CC(C)CCN(C(=O)CNC(=O)c1cccs1)C(C(=O)NC1CCCCC1)c1cccnc1 (stereo not given),-0.2,1,-11,-2,9,-13,6,-22,8
CC(=O)c1ccc(NC(=O)c2ccc3c(Cl)c4c(nc3c2)CCCC4)cc1,3.8,9,-10,-5,14,-13,-6,6,-3
CC(=O)N/C(=N\c1nc(C)cc(C)n1)Nc1ccc2ccccc2c1,-0.6,1,-5,-2,15,-10,-4,13,-5
Nc1ccncc1N,0.3,0,-16,-1,17,-5,-3,-19,4
CC(=O)N1N=C(c2ccc(C)cc2)OC1c1ccc(C)cc1 (stereo not given),-0.2,0,-5,-1,8,7,4,2,-1
Cc1c(Br)c([N+](=O)[O-])nn1C(C)C(=O)NCc1ccco1 (stereo not given),0.0,0,-3,-8,-2,-8,6,3,10
N#C/C(=C/c1ccc(-c2ccc([N+](=O)[O-])cc2)o1)C(=O)Nc1nc(-c2cccs2)cs1,0.8,1,·,2,-3,·,5,-1,5
O=[N+]([O-])c1ccc2c(c1)Cc1cc(F)ccc1-2,0.1,1,·,-3,-10,·,0,-8,3
Cc1nc(N2CCN(c3ccccc3)CC2)nc2c1C(=O)CCC2,2.7,9,-7,0,9,-7,-11,7,10
Cc1cc[n+](C(C)C(=O)c2ccc(-c3ccccc3)cc2)cc1 (stereo not given),1.0,1,-5,-7,-10,6,-20,58*,6
Cc1ccc2nc(-c3cccnc3)oc2c1,0.0,1,-10,-3,-4,5,-1,-4,-2
O=C(C1COc2ccccc2O1)N1CCn2c(nc3ccccc32)C1 (stereo not given),1.8,6,-6,10,-9,-12,7,-23,-13

# Shown with values under each structure: seven of the compounds above
# Fields – CHO-K1 Ca ag	CHRM4 agonist	OXTR potentiate	CHRM1 agonist	CHO-K1 Ca antag	CHO parental Ca	M1 PAM	CHRM1 antagonist	M4 antag
> CC(C)CCN(C(=O)CNC(=O)c1cccs1)C(C(=O)NC1CCCCC1)c1cccnc1 (stereo not given)
 : -0.2	1	-11	-2	9	-13	6	-22	8
> Nc1ccncc1N
 : 0.3	0	-16	-1	17	-5	-3	-19	4
> Cc1nc(N2CCN(c3ccccc3)CC2)nc2c1C(=O)CCC2
 : 2.7	9	-7	0	9	-7	-11	7	10
> O=C(O)CCc1nc(-c2ccccc2)no1
 : 0.0	1	-10	-3	0	-4	8	-15	0
> O=C(NCc1ccccc1)NC1(C(=O)N2CCN(c3ncccn3)CC2)CCCCC1
 : 0.6	1	0	-3	-17	-8	0	0	-3
> Cc1c(Br)c([N+](=O)[O-])nn1C(C)C(=O)NCc1ccco1 (stereo not given)
 : 0.0	0	-3	-8	-2	-8	6	3	10
> COc1ccc(CNC(=O)Cn2cnc3c(SC)nc(N)nc32)cc1
 : 6.0	9	0	1	-5	-2	-5	0	-10

# Grouped by structure: the compounds so far containing an NH in an aromatic ring (4)
SMILES,CHO-K1 Ca ag,CHRM4 agonist,OXTR potentiate,CHRM1 agonist,CHO-K1 Ca antag,CHO parental Ca,M1 PAM,CHRM1 antagonist,M4 antag
CCC(C(=O)O)n1c2ccccc2c2cn[nH]c(=O)c21 (stereo not given),0.9,0,-1,6,-13,6,5,-3,0
CCc1cccc2c(C(=O)CSc3nnc(C4CC4)o3)c[nH]c12,3.2,3,-10,-1,-11,-7,0,2,-1
CCOC(=O)c1c(C)[nH]c(C(=O)NCC(c2ccco2)N2CCCCC2)c1C (stereo not given),-0.5,0,-3,-7,-10,-16,-3,3,-8
CCCc1[nH][nH]c(=O)c1C(c1cccc(Cl)c1)C(C#N)C#N (stereo not given),0.6,2,-17,-2,-8,-8,9,-14,-1

# Remaining list, next part.
SMILES,CHO-K1 Ca ag,CHRM4 agonist,OXTR potentiate,CHRM1 agonist,CHO-K1 Ca antag,CHO parental Ca,M1 PAM,CHRM1 antagonist,M4 antag
COc1cccc2sc(N3CCN(C(=O)c4cccs4)CC3)nc12,2.7,8,-3,-2,-4,-17,0,3,-13
N#C/C(=C\c1ccc(Sc2nc3ccccc3[nH]2)o1)c1ccccc1,13,10,-18,3,12,32,-11,24,8
O=C(COc1ccccc1)NCc1cccs1,0.3,0,-5,2,3,-8,12,-10,0
OCCC1CN(Cc2ccc(-n3cccn3)cc2)CCN1Cc1ccccc1 (stereo not given),1.4,1,-5,-7,-13,-19,-2,-8,9
S=C(NCCCN1CCOCC1)Nc1ccc(Nc2ccccc2)cc1,1.4,3,-24,-9,-12,-18,2,-4,-1
CC(=O)c1ccc(NC(=O)NCc2ccc(F)cc2)cc1,1.4,7,-10,-1,-6,-6,2,-9,-3
CC(NC(=O)CNC(=O)c1cccc(Cl)c1)c1ccccc1 (stereo not given),0.0,2,-3,1,6,-20,15,-6,-2
COc1ccc(-c2noc(N3CCCC(C(=O)Nc4ccc(C(C)=O)cc4)C3)n2)cc1 (stereo not given),4.2,2,-23,-6,4,-11,-11,8,-11

# Assay outcomes (PubChem)
